Screening data from PubChem.
FLuc modulator: inhibits or activates purified firefly luciferase, miR-21 counter-screen | P08659 | purified FLuc, Km substrates, luminescence inhibition | Potency, µM (highest dose often 57.5 µM), for the others: at the top dose activity change, negative = inhibition, usual class: inhibitors | 360,000 tested, 6.9% active | AID 588342;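 further: potency means the concentration at half of the fitted maximal effect; plate controls were vehicle for no effect and reference inhibitor for full effect; nearly all actives have a fitted effect of over 55% in size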
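Purified P. pyralis luciferase (10nM final) with 10uM D-luciferin and 10uM ATP (Km levels) in 50mM Tris acetate pH 7.5, 10mM Mg acetate, 0.01% Tween-20, 0.05% BSA; qHTS 6-point titration, ~60 µM downward; luminescence read.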
PKM2 act: PKM2 (human) enzyme activation; Potency, µM (top dose mostly 57.5 µM), for inactives: at the top dose activation, hits mostly activators; P14618; purified PKM2, Kinase-Glo ATP luminescence, activation; response scale: 0% is enzyme alone, no compound; AID 1631; 260,000 tested, 0.34% active; further: potency means the concentration at half of the fitted maximal effect; on the % scale 0 is the no-effect control and ±100 the full control effect; nearly all actives have a fitted effect of over 55% in size
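ATP formation by purified human PK-M2, quantified via coupled luciferase luminescence after 1 h at room temperature with 0.1 mM ADP and 0.5 mM PEP final.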
NPC1 promoter act: NPC1 promoter activation | 320,000 tested, 2.4% active | Potency, µM (series often up to 9.22 µM), for the others: top-dose activation, usual class: activators | Huh7 NPC1 promoter luciferase reporter, 24 h;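 further: potency means the concentration at half of the fitted maximal effect; % of control where 0% means no effect; nearly all actives have a fitted effect of over 60% in size; reporter is driven by a mutant NPC1 promoter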
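Quantitative HTS used a cell-based reporter: Huh7 cells stably bearing the NPC1 promoter upstream of luciferase were treated with compounds for 24 h, and promoter activation was read as luminescence.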
BRCA1 expr act: BRCA1 expression activation; MCF7-BRCA1-FFLuc reporter, luminescence, 48 h; response scale: scaled: vehicle 0%, 10 µM genistein 100%; Potency, µM (highest dose often 46.1 µM), for inactives: at the top dose activation, usual class: activators; 380,000 tested, 1.1% active; AID 624202; further: potency means the concentration at half of the fitted maximal effect; nearly all actives have a fitted effect of over 80% in size; some results filed as inactive show a strong effect at the top dose
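MCF7-BRCA1-FFLuc cells, 2000/well in phenol-red-free MEM, attached 2 h then treated 48 h at 37 C. Luciferase luminescence read 15 min after reagent; normalized to genistein maximum activation (10microM) and DMSO, concentration-response fitted.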
Menin-MLL TR inh: menin-MLL binding inhibition, Texas Red mutant peptide; 270,000 tested, 0.23% active; Menin + Texas Red MLL mutant peptide, fluorescence polarization; Potency, µM (titrated, usually from 61.6 µM), inactives show at the top dose FP activity change, negative = inhibition, usual class: inhibitors; active means well fitted inhibition curve with a large enough effect in the polarisation, with a control signal flat, not every such curve was filed as active; inconclusive means small, poorly fitted or top-dose-only effect, or effect the other way, or a change in a side signal; inactive means no such curve, though single readings can be large or run the other way; the % refers to the polarisation; further: potency means the concentration at half of the fitted maximal effect; % of control where 0% means no effect; many of its hits are not listed in these tables
Target sequence (O00255 whole entry, looked up): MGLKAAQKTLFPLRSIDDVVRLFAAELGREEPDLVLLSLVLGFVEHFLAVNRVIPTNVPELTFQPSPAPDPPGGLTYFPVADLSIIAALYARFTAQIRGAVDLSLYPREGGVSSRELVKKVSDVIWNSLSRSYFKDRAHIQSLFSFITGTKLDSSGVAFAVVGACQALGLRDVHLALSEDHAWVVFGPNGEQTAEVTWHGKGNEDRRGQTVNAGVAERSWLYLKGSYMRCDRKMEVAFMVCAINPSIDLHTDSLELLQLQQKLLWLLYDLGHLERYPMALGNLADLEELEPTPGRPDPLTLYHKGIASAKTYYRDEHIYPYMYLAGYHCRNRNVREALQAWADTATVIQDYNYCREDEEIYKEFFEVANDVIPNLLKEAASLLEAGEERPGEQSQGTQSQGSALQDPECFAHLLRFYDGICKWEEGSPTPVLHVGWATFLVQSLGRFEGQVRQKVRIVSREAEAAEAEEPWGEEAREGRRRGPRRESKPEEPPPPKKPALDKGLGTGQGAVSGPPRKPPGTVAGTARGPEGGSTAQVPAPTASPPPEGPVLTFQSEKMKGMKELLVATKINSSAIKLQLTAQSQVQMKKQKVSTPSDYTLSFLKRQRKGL
ELG1 genotoxic: induces genotoxicity in HEK293T cells with luciferase-tagged ELG1. Potency, µM (series often up to 46 µM), for inactives: at the top dose activity change, positive = activation, most hits filed as activators. 330,000 tested, 1.3% active. HEK293T ELG1-luciferase reporter, luminescence, 16 h; further: potency means the concentration at half of the fitted maximal effect; % of control where 0% means no effect; nearly all actives have a fitted effect of over 60% in size
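Cells (2,000/well) expressing the ELG1-luciferase fusion are dosed by pin tool and kept 16 hr at 37 °C, 5% CO2. Signal comes from ONE-Glo luciferase reagent after 30 min at room temperature.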
p53 reactivation: re-activators of mutant p53. H1299 p53-A138V BP100-luciferase reporter, luminescence, 24 h. Potency, µM (highest dose often 92.2 µM), for the others: at the top dose activity change, positive = activation, usual class: activators. 320,000 tested, 0.063% active. AID 504706; further: potency means the concentration at half of the fitted maximal effect; % of control where 0% means no effect; nearly all actives have a fitted effect of over 45% in size
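p53-null H1299 cells stably carrying temperature-sensitive p53-A138V and a BP100-luciferase reporter were pinned with compounds (4-point, 1:5 series) and held 24 hrs at 37 deg C. Luminescence was read 10 min after detection reagent.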
RORg inh: inhibitors of mouse ROR gamma transcriptional activity; P51450; Drosophila S2 Gal4-RORgamma UAS-luciferase reporter, 20 h; Potency, µM (top dose mostly 53.6 µM), for inactives: at the top dose activity change, negative = inhibition, hits mostly inhibitors; 310,000 tested, 5.4% active; further: potency means the concentration at half of the fitted maximal effect; on the % scale 0 is the no-effect control and ±100 the full control effect; nearly all actives have a fitted effect of over 60% in size
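Compounds are pin-transferred onto Drosophila Schneider cells expressing a copper-inducible Gal4–ROR gamma transactivation domain fusion. After 1 hr, copper sulfate is added to 700 uM final; luciferase is read 20 hr later.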
VP16 counter: inhibits Gal4-VP16 luciferase reporter, ROR gamma counter-screen. Drosophila S2 Gal4-VP16 UAS-luciferase, luminescence, 20 h. AID 2546. 310,000 tested, 3.5% active. Potency, µM (titrated, usually from 53.6 µM), for inactives: at the top dose activity, negative = inhibition, most hits filed as inhibitors;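 further: Gal4-VP16 expression switched on by copper sulfate through the metallothionein promoter; potency means the concentration at half of the fitted maximal effect; on the % scale 0 is the no-effect control and ±100 the full control effect; nearly all actives have a fitted effect of over 50% in size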
Rab9 promoter act: activates the Rab9 promoter; Huh7 Rab9 promoter-luciferase reporter, luminescence, 24 h; AID 485297; 320,000 tested, 2.8% active; Potency, µM (titrated, usually from 9.22 µM), for inactives: at the top dose activation, negative = inhibition, actives largely listed as activators; further: potency means the concentration at half of the fitted maximal effect; % of control where 0% means no effect; nearly all actives have a fitted effect of over 60% in size
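Cells were plated at 1500 per well in reduced-serum medium with 10% FBS and left 2 h. Compound in DMSO was then added for 24 h at 37 °C. Reporter signal was read by luminescence after 10 min with luciferase detection reagent.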
Giardia killer: kills Giardia lamblia | Giardia lamblia trophozoite viability | activity change, % at 7.66 µM, hits read low | 340,000 tested, 0.15% active | AID 540267; in the data active means activity change below about -80%; inconclusive means between about -30% and that limit;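 further: parasites exposed to compound for two days anaerobically before the ATP read; on the % scale 0 is the no-effect control and ±100 the full control effect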
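Media and compound were dispensed first, then trophozoites at 100 cells/well; plates sat 48 hrs at 37 deg C without oxygen before ATP luminescence reagent was added and read after 15-30 min at room temperature.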
Numbers without * were called inactive; ? = inconclusive; · = no result given; & = joins results of further samples; [ ] = another dose, or the depositor's remark. Unless noted, the call rests on the fitted dose curve; in most records, active means well fitted curve in the direction sought with a large enough effect; inconclusive means small, poorly fitted or top-dose-only effect, or another doubt; inactive means no such curve, though single readings can be large; an effect the other way counts as inactive or inconclusive.

SMILES | FLuc modulator | PKM2 act | NPC1 promoter act | BRCA1 expr act | Menin-MLL TR inh | ELG1 genotoxic | p53 reactivation | RORg inh | VP16 counter | Rab9 promoter act | Giardia killer
COc1ccc(-n2ccnc2SCC(=O)NCc2ccco2)c(OC)c1 | -2% | 1% | -1% | -7% | ? | 0% | 3% | -24% | -4% | 3% | 3
Cc1ccc(SC2CC(=O)N(c3ccc4c(c3)OCCO4)C2=O)cc1 (configuration not stated) | -3% | 5% | -1% | 11% | 4% | -6% | 13% | -84% | ? | 0% | -16
COc1cccc(NC(=S)NC(=O)/C=C/c2ccc(F)cc2)c1 | -4% | -1% | 5% | -10% | ? | 2% | 4% | 7.1µM* | ? | -2% | -12
COc1cc(NC(=S)NC(=O)C(C)C)ccc1NC(=O)c1cc2ccccc2o1 | -1% | -18% | 0% | 0% | -2% | -3% | 0% | -23% | -4% | 21% | -1
Cc1ccc(S(=O)(=O)Nc2cnc3ccccc3c2)cc1 | -4% | 4% | -5% | 1% | 8% | 0% | 1% | 4% | ? | -7% | 16
Nc1nonc1-n1nnc(C(=O)N/N=C/c2ccncc2)c1-c1cccs1 | -20% | · | -13% | -18% | · | -13% | -6% | 16% | -3% | 5% | -5
O=C(CCN1C(=O)c2ccccc2S1(=O)=O)Nc1ccc(F)cc1F | 6% | 0% | -1% | -11% | -3% | 0% | 8% | 12% | 0% | 6% | 0
Cc1nc(-c2cccc(NS(C)(=O)=O)c2)cs1 | -12% | 6% | -4% | 8% | 2% | -2% | 2% | 33% | 3% | 1% | 10
Cc1ccc(NC(=O)CSc2nnc(CNC(=O)c3ccco3)n2C)cc1C | -3% | · | -6% | -25% | · | 3% | 2% | · | · | 2% | -6
CC(=O)N1CCN(c2ccc([N+](=O)[O-])c(-n3nc(C)cc3C)c2)CC1 | 2% | 6% | 2% | 67% | 0% | 1% | 1% | 14% | -2% | 1% | -8
O=C(O)c1ccccc1C(=O)N1CC=C(c2ccccc2)CC1 | -21% | 8% | -1% | -9% | 6% | 2% | -1% | 2% | 2% | 13% | -2
O=C(CCSc1ccc(Cl)cc1)NC1CCCCC1 | -2% | -1% | -3% | 32% | -28% | 0% | 6% | -4% | -16% | 7% | 1
COc1ccc2c(c1)C(=O)CCC2c1ccccc1 (configuration not stated) | 3% | 1% | -2% | -3% | -5% | 0% | -6% | 1% | 5% | 1% | -28
COc1ccc(CN(CC(=O)NC2CCCCC2)C(=O)CCCC(=O)Nc2ccccn2)cc1 | 1% | -2% | -5% | 1% | -3% | 0% | 1% | 16% | 8% | 0% | -2
O=C1c2ccccc2C(Nc2ccc(Cl)cn2)N1c1cccnc1 (configuration not stated) | -1% | -8% | -3% | -1% | -1% | 0% | -2% | 23% | -2% | -4% | 3
COc1ccccc1NC(=O)c1ccccc1NS(C)(=O)=O | 1% | 3% | -1% | -23% | 38%[activator] | -6% | 2% | ? | 4% | -6%[1.84 µM] | 9
O=C(O)CCC/C=C\C[C@@H]1[C@@H](/C=C/[C@@H](O)COc2cccc(Cl)c2)[C@H](O)C[C@@H]1O | 1% | 0% | -1% | -8% | -5%&-1%&1%&0%&18% | 3% | 2% | 23%&17%&-3%&7%&-11% | 1%&-4%&-3%&5%&1% | -2% | -13
CCN1CCN(C(=O)c2ccccc2N(Cc2ccccc2)S(C)(=O)=O)CC1 | 10% | -6% | -4% | -7% | 6% | -2% | 4% | 7% | 1% | -2% | -4
CC(C)C(NC(=O)C1CCCCC1)C(=O)N1CCN(c2ccc(F)cc2)CC1 (configuration not stated) | 3% | -1% | -4% | -26% | -8% | -2% | -1% | 28% | 0% | -7% | -2
COCc1cc(=O)[nH]c(-c2ccc(C(F)(F)F)cc2)n1 | 2% | 4% | -1% | -4% | · | 3% | 0% | 5% | 2% | ? | -26
Fc1ccccc1Nc1nc(N2CCOCC2)nc(N2CCOCC2)n1 | 0% | 5% | 1% | -26% | -13% | -6% | 5% | 26% | -7% | -1% | 0
CSc1nc2c(c(=O)[nH]1)C(c1ccccc1Cl)CC(=O)N2 (configuration not stated) | 2% | · | -6% | 1% | 6% | 0% | 6% | 13% | -6% | 0% | -4
COCCNc1nc2sc3c(c2c(=O)n1Cc1ccco1)CCCCC3 | ? | -2% | ? | ? | 1% | ? | · | ? | -9% | 2µM* | 4
N#C/C(=C\c1cccs1)C(=O)Nc1nccs1 | 4.3µM* | -2% | 3.5µM* | 14µM* | 13% | ? | 9% | 7.1µM* | ? | 2.8µM* | -3
Cc1cc(C)c(C#N)c(SCC(=O)NN2CC(=O)N(c3ccccc3F)CC2=O)n1 | -3% | -25% | -4% | 10% | -4% | 0% | -6% | 26% | -6% | -6% | 9
COc1ccccc1C(=O)NCCC(=O)NCC(c1ccc(F)cc1)N1CCOCC1 (configuration not stated) | 3% | · | -5% | 4% | · | 1% | 5% | · | · | 0% | 17
O=Cc1c(NC2CCCCC2)c2ccccc2[nH]c1=O | -1% | 2% | -3% | -2% | 2% | -2% | · | ? | -9% | -1% | -10
CCOc1ccc(NC(=O)C2CC(=O)N=C(N)S2)cc1 (configuration not stated) | 3% | 5% | 0% | 0% | 5% | 0% | -2% | -1% | -3% | 9% | -10
COc1ccccc1-n1cc(-c2ccc(Cl)cc2)[nH]c1=O | -1% | -8% | -2% | -2% | -11% | 2% | -17% | -10% | 8% | -2% | 24
COc1ccccc1CNC(=O)COC(=O)c1cccnc1SCC(=O)NCc1ccccc1OC | ? | 1% | 16% | 68% | -14% | -7% | 4% | 13% | -7% | ? | 3
Cc1ccc(C2(c3noc(CN(C)Cc4cnn(C)c4)n3)CCCC2)cc1 | -2% | -2% | 1% | -24% | -6% | 0% | 1% | -5% | -6% | -4% | 20
C/C(=N\NC(=O)c1ccncc1)c1cccc(NC(=O)c2ccc(C(C)(C)C)cc2)c1 | 0.12µM* | -7% | 1.4µM* | 45% | · | -21% | 7% | 4.5µM* | 4µM* | 2µM* | ?
Cn1c(N)c(C(=O)COC(=O)/C=C/c2cccc(Br)c2)c(=O)n(C)c1=O | 7% | · | -2% | -4% | · | 0% | -6% | · | · | -2% | -11
CCCC(C)NC(=O)c1ccc(F)cc1 (configuration not stated) | -13% | 11% | 13% | 27% | -4% | 24% | ? | 21% | -7% | 11% | 24
CCCc1cc(=O)oc2cc3occ(C)c3cc12 | 0% | 1% | -4% | -21% | -25% | -17% | -3% | ? | 3% | 2% | -22
Cc1c(C(=O)N(C)CCC#N)oc2ccc(S(=O)(=O)N3CC(C)CC(C)C3)cc12 (configuration not stated) | -1% | · | -1% | -27% | -11% | -8% | -9% | 37% | 1% | -6% | -13

Molecules from the list above that contain a Cl atom:
SMILES | FLuc modulator | PKM2 act | NPC1 promoter act | BRCA1 expr act | Menin-MLL TR inh | ELG1 genotoxic | p53 reactivation | RORg inh | VP16 counter | Rab9 promoter act | Giardia killer
O=C(CCSc1ccc(Cl)cc1)NC1CCCCC1 | -2% | -1% | -3% | 32% | -28% | 0% | 6% | -4% | -16% | 7% | 1
O=C1c2ccccc2C(Nc2ccc(Cl)cn2)N1c1cccnc1 (configuration not stated) | -1% | -8% | -3% | -1% | -1% | 0% | -2% | 23% | -2% | -4% | 3
O=C(O)CCC/C=C\C[C@@H]1[C@@H](/C=C/[C@@H](O)COc2cccc(Cl)c2)[C@H](O)C[C@@H]1O | 1% | 0% | -1% | -8% | -5%&-1%&1%&0%&18% | 3% | 2% | 23%&17%&-3%&7%&-11% | 1%&-4%&-3%&5%&1% | -2% | -13
CSc1nc2c(c(=O)[nH]1)C(c1ccccc1Cl)CC(=O)N2 (configuration not stated) | 2% | · | -6% | 1% | 6% | 0% | 6% | 13% | -6% | 0% | -4
COc1ccccc1-n1cc(-c2ccc(Cl)cc2)[nH]c1=O | -1% | -8% | -2% | -2% | -11% | 2% | -17% | -10% | 8% | -2% | 24

These rows are one share of the data; count on the stated rates, not on these rows.
